HTRA1 inh = inhibitors of human serine peptidase HTRA1. Q92743. recombinant HTRA1, FP-rhodamine activity-based probe, fluorescence polarization. inhibition, % at 5.96 µM. 340,000 tested, 0.5% active; in the data active means inhibition above about 36%;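 further: 0% = enzyme with DMSO and 100% = wells lacking enzyme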
GC-B act = GC-B (human) receptor activation. activation, % at 10 µM. P20594. 370,000 tested, 0.11% active. HEK293-GC-B cells, CNP EC30, cGMP TR-FRET; 0% at EC30 CNP, 100% saturating CNP;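 active means activation at 10 µM reaching about 35% in either raw or pattern-adjusted values, limit read from the data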
TCR CD3 inh = blocks the human TCR-CD3 interaction; TAMRA-labeled TCR probe fluorescence, biochemical; inhibition, % at 9.4 µM; 360,000 tested, 0.37% active; in the data active means inhibition above about 19%;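 further: recombinant mutant TCR 2C K166C tagged with TAMRA read by polarization; 0% = receptor in buffer alone and 100% = receptor with positive control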
SIAE inh = blocks human sialic acid acetylesterase. Q9HAT2. inhibition, % at 9.66 µM. SIAE FP-Rh probe binding, fluorescence polarization. AID 1053197. 370,000 tested, 0.69% active;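 active means inhibition above a cutoff: mean of compounds within the control limits plus 3 SD of those, cut at about 17% in these data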;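 further: 0% = plate median of compound wells and 100% = probe without SIAE protein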
mABHD4 FP = inhibits mouse alpha/beta hydrolase domain 4; 370,000 tested, 0.54% active; inhibition, % at 8.92 µM; purified mABHD4, FP-Rh probe fluorescence polarization; AID 720543; Q8VD66;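 active means inhibition exceeding the mean over every tested compound plus 3 SD, cut at about 30% in these data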;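 further: 0% = plate median of compound wells and 100% = S159A mutant with DMSO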
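assay system = mABHD4 protein | compound dosing = single nominal dose of 8.92 µM, 0.89% DMSO final | read-out basis = percent inhibition of probe binding, normalized to plate controls | schedule = Enzyme–compound pre-incubation 45 min, then probe 60 min, both 25 °C | detection = fluorescence polarization, excitation 525 nm, emission 598 nm, BODIPY TMR filters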
PRMT1 FP inh = PRMT1 (human) inhibition, primary screen; Q99873; recombinant PRMT1, activity-based probe fluorescence polarization; inhibition, % at 2.79 µM; 370,000 tested, 1.3% active;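 active means inhibition above about 21% made by adding two undisclosed values, limit read from the data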
Target sequence (Q99873 whole entry, looked up): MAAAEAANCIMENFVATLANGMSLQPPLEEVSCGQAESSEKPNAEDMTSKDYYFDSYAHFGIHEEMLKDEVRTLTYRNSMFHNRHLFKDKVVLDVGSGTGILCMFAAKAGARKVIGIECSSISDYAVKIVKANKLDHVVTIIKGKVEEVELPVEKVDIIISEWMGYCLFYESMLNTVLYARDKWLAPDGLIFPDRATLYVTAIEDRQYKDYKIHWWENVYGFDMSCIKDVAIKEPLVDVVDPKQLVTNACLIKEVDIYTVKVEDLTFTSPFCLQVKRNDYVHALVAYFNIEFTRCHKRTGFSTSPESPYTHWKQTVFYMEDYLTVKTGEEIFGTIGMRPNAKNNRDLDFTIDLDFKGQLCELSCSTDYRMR
LEDGF integ inh = blocks HIV-1 LEDGF/p75-dependent DNA integration. TR-FRET IN-LEDGF/p75 DNA integration, Eu/Cy5. AID 743269. 370,000 tested, 0.64% active. inhibition, % at 3.7 µM;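 active means inhibition above the screen-wide mean plus 3 SD, cut at about 13% in these data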;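 further: signal is the Cy5 over europium emission ratio at 671 and 618 nm; 0% = plate median of compound wells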
MBD2 inh = MBD2-methylated oligo binding inhibition. inhibition, % at 4.4 µM. 370,000 tested, 0.31% active. TR-FRET, MBD2 binding to methylated oligonucleotide; in the data active means inhibition above about 13%
Target sequence (Q9UBB5 whole entry, looked up): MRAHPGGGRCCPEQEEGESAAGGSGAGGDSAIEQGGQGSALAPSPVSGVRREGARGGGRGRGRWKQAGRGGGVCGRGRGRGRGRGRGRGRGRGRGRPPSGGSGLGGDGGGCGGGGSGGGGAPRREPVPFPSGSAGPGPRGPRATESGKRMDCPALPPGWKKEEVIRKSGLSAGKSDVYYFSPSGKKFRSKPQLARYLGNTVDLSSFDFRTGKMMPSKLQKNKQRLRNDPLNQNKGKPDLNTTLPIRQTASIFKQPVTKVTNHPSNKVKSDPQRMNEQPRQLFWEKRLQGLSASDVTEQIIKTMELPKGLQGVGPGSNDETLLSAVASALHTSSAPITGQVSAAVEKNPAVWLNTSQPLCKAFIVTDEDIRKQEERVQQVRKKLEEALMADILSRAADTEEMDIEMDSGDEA
TDP2 inh = blocks human TDP2 phosphodiesterase activity | 370,000 tested, 0.34% active | recombinant TDP2, T5PNP hydrolysis, p-nitrophenol absorbance 415 nm | AID 720702 | inhibition, % at 12.8 µM | O95551;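 active means inhibition above the mean of all tested compounds plus 3 SD, set per campaign, cut at about 25% in these data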;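 further: 0% = DMSO with enzyme and 100% = buffer with substrate but no TDP2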
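Test system: human TDP2 enzyme; Input: 120 nM TDP2 per well; Buffer or medium: Mg2+-containing Tris-HCl buffer, pH 7.5; Reagent: 5 mM T5PNP; Dosing: 12.8 µM single point, 1% DMSO; Incubation: reaction 2 h, 37 °C; Detection: p-Nitrophenol epi absorbance; Read-out: % inhibition relative to enzyme-containing and enzyme-free wells; Replicates: single well per compound.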
rCAG binder = binds r(CAG) RNA repeats | r(CAG) RNA repeat, TO-PRO-1 dye displacement fluorescence | inhibition, % at 3 µM | 370,000 tested, 1.3% active;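 active means inhibition above the plate cutoff, the mean of all test compounds on that plate plus 3 SD, cut at about 35% in these data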;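 further: 0% = DMSO alone and 100% = 100 µM mitoxantrone as full dye displacement; higher means more dye released from RNA so lower well fluorescence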
Numbers without * were called inactive; . = not tested or not shown. Not all compounds are listed; rates above refer to the full screens.

1) C=CCN(CC=C)C(=O)c1ccc(OC2CCN(Cc3ccccn3)CC2)cc1
2) CC1Cc2nc(SCC(=O)N3CCCCC3)n(C)c(=O)c2S1 (stereo unspecified)
3) CC(C)=CCN1CCN(Cc2nc(C(C)C)cs2)CC1CCO (stereo unspecified)
4) COc1ccccc1/C=N/NC(=O)NC12CC3CC(CC(C3)C1)C2
5) CC(=O)c1cccc(NC(=O)c2cc3ccccn3n2)c1
6) CCOC(=O)N1CCC(N(CCN(C)C)C(=S)Nc2cccc(SC)c2)CC1
7) COC(=O)c1ccc(NC(=O)CSc2nc3ncccc3[nH]2)cc1
8) COc1cccc(NC(=O)CN(C)C(=O)Cc2c(C)nc3ccccc3c2C)c1
Compound	1	2	3	4	5	6	7	8
HTRA1 inh	-4	7	3	-11	3	-5	9	-4
GC-B act	5	3	0	2	-5	5	-2	5
TCR CD3 inh	0	-1	0	5	1	7	-2	6
SIAE inh	2	3	0	0	0	5	-7	-3
mABHD4 FP	-2	6	-3	4	3	-3	-20	2
PRMT1 FP inh	-1	-1	-1	-2	-1	-2	5	-5
LEDGF integ inh	-3	5	-1	-1	0	0	0	-1
MBD2 inh	-6	-4	3	1	-10	-3	-2	0
TDP2 inh	13	3	11	1	-7	8	-6	-4
rCAG binder	-7	2	-10	6	3	-7	0	11

The final four compounds of the section before are carried over, then new ones follow.
5) CC(=O)c1cccc(NC(=O)c2cc3ccccn3n2)c1
6) CCOC(=O)N1CCC(N(CCN(C)C)C(=S)Nc2cccc(SC)c2)CC1
7) COC(=O)c1ccc(NC(=O)CSc2nc3ncccc3[nH]2)cc1
8) COc1cccc(NC(=O)CN(C)C(=O)Cc2c(C)nc3ccccc3c2C)c1
9) CC(C)c1cc(C(=O)NC2CCCCC2)no1
10) O=C(NCCCN1CCOCC1)c1cn(-c2ccccc2)nc1-c1ccc(F)cc1
11) CN(C)CCCn1c2c3ccccc3ccc2c2oc(=O)c3ccccc3c21
12) O=c1cc(Nc2cccc(Br)c2)[nH]c(=O)[nH]1
13) Cc1ccccc1NS(=O)(=O)c1ccc(OCC(=O)NCC2CCCO2)cc1 (stereo unspecified)
14) Cc1ccc(NC(=O)CN(C)S(=O)(=O)c2ccc3c(c2)n(C)c(=O)c(=O)n3C)c(C)c1
15) CC(C)OCC(O)CSc1ccccn1 (stereo unspecified)
16) CCOc1ccccc1CN1CCN(CCCc2ccccc2)CC1CCO (stereo unspecified)
Compound	5	6	7	8	9	10	11	12	13	14	15	16
HTRA1 inh	3	-5	9	-4	-1	1	-2	.	1	1	-2	-3
GC-B act	-5	5	-2	5	8	-4	-2	3	2	0	5	1
TCR CD3 inh	1	7	-2	6	4	-2	0	4	1	6	0	2
SIAE inh	0	5	-7	-3	9	-5	-15	4	6	9	11	1
mABHD4 FP	3	-3	-20	2	4	-5	15	2	2	-6	2	3
PRMT1 FP inh	-1	-2	5	-5	-4	-2	29*	1	-4	1	2	-2
LEDGF integ inh	0	0	0	-1	-1	10	-1	1	1	2	-5	-4
MBD2 inh	-10	-3	-2	0	0	4	11	-3	-3	8	2	-1
TDP2 inh	-7	8	-6	-4	7	4	-7	8	11	2	4	-4
rCAG binder	3	-7	0	11	-3	-1	13	2	-6	-2	-1	-9

17) O=C(CSc1nncs1)NCCCc1ccccc1
18) C=CCN(CC#Cc1ccc(OC)cc1)CC=C
19) Cc1ccc(S(=O)(=O)N2CCC(NC(=O)c3cccc(C)c3)CC2)cc1
20) CC(NC=C1C(=O)OC(C)(C)OC1=O)C(=O)O (stereo unspecified)
21) CN1CCN(c2ccccc2NC(=O)c2ccc(N3CCCC3)c([N+](=O)[O-])c2)CC1
22) O=C(O)c1nn(CCOc2ccc(Cl)cc2Cl)c(=O)c2ccccc12
23) CC(C)COC(=O)N1CCCCC1c1cc(C(=O)N2CCOCC2)no1 (stereo unspecified)
24) Cc1ccc(OCCOCCN2CCN(C)CC2)c(C(C)(C)C)c1
Compound	17	18	19	20	21	22	23	24
HTRA1 inh	5	.	2	-2	2	-6	.	6
GC-B act	3	0	4	-2	-6	1	2	2
TCR CD3 inh	-1	.	-7	1	-1	-3	-5	6
SIAE inh	-4	4	-1	-7	5	-1	1	1
mABHD4 FP	5	0	6	-5	9	4	8	-1
PRMT1 FP inh	0	-2	0	5	-5	1	6	-1
LEDGF integ inh	3	0	-5	-5	3	2	0	0
MBD2 inh	3	-3	3	5	-12	-3	0	-3
TDP2 inh	13	8	7	-4	-7	12	-7	8
rCAG binder	3	-3	-4	-7	-6	3	0	5

25) CC(=O)N1CCN(C(=O)CCCNC(=O)c2ccc(Cl)cc2)CC1
26) Cc1ccc(NC(=O)CSc2ccc(-c3ccco3)nn2)cc1
27) CCOC(=O)C1=C(C)N=C2SC(C(=O)OC)=CC(=O)N2C1c1cccc(OC)c1 (stereo unspecified)
28) COCCNC(=O)CN1C(=O)CSc2ncccc21
29) Cc1ccc2nc(SCC(=O)O)nc(C)c2c1
30) CC(C)OC(=O)C(C)Oc1ccc(C(=O)NCCc2ccccc2)cc1 (stereo unspecified)
31) O=C(CSc1nc(=O)n2ccccc2n1)N1N=C(c2cccs2)CC1c1ccc(F)cc1 (stereo unspecified)
32) COc1ccc(C(=O)CCc2ccccc2)cc1
Compound	25	26	27	28	29	30	31	32
HTRA1 inh	0	-8	-6	-4	10	-1	-12	-1
GC-B act	1	0	9	-4	0	5	-3	-3
TCR CD3 inh	2	5	-3	0	1	-3	-5	4
SIAE inh	2	4	-14	-4	3	1	1	2
mABHD4 FP	13	-4	-11	2	0	-1	-4	-2
PRMT1 FP inh	-2	7	8	2	3	-2	4	2
LEDGF integ inh	1	-5	4	0	11	0	-2	-3
MBD2 inh	-3	-1	7	2	-2	-3	-5	1
TDP2 inh	0	10	-4	1	2	-2	1	3
rCAG binder	-3	4	29	-1	0	-11	2	1

33) Cc1cc(C)n2nc(SCC(=O)N(CCC#N)c3ccccc3F)nc2n1
34) O=C(NCc1ccc(F)cc1)Nc1cccc([N+](=O)[O-])c1
35) COc1ccc(NC(=O)CS(=O)(=O)c2cn(CC(=O)N(C(C)C)C(C)C)c3ccccc23)c(OC)c1
36) CCN(CC)CCCN1C(=O)C(=O)/C(=C(/O)c2ccc3c(c2)OCCO3)C1c1ccc(C)o1 (stereo unspecified)
37) NS(=O)(=O)c1ccc(CNC(=O)c2ccc3c(=O)n4c(nc3c2)CCC4)cc1
38) O=C(Cn1cccc1C(=O)c1ccccc1)NCc1ccc2c(c1)OCO2
39) Oc1ccc(CNc2ccccn2)c2cccnc12
40) C/C(=N\NC(=O)C(O)c1ccccc1)c1ccc(Cl)s1 (stereo unspecified)
Compound	33	34	35	36	37	38	39	40
HTRA1 inh	7	-3	-2	.	0	-4	.	0
GC-B act	3	0	0	0	4	-1	1	-1
TCR CD3 inh	2	-5	-5	-1	2	7	.	3
SIAE inh	-1	-9	-4	2	12	10	2	0
mABHD4 FP	2	-8	-7	8	-2	-2	-1	-2
PRMT1 FP inh	0	-3	9	1	-7	2	18	-1
LEDGF integ inh	1	-1	-4	2	2	3	-10	5
MBD2 inh	-1	4	6	-6	6	-4	4	-5
TDP2 inh	2	3	-14	-2	-1	1	-5	4
rCAG binder	0	4	-2	8	7	0	.	-1

Looked up above.
#34 – GC-B act: 0
#38 – rCAG binder: 0
#39 – mABHD4 FP: -1

Remaining list, next part
41) COC(=O)c1cccc(S(=O)(=O)N(Cc2ccco2)Cc2cc3cc(OC)ccc3[nH]c2=O)c1
42) COc1ccc(S(=O)(=O)N2CCC(Cc3ccccc3)CC2)cc1NC(C)=O
43) O=C(CN1C2=NCCN2c2ccccc21)c1ccc2c(c1)OCO2
44) OC(COCc1ccccc1)CN1CCN(c2ccccc2F)CC1 (stereo unspecified)
45) CC(=O)Nc1cccc(NC(=O)Nc2ccc(C(C)=O)cc2)c1
46) CCOc1ccc(N2CSC3=C(C#N)C(c4ccco4)CC(=O)N3C2)cc1 (stereo unspecified)
47) Cc1cc(C)cc(NC(=S)Nc2ccc(Cl)c(Cl)c2)c1
48) C=C(C)C(=O)Nc1ccc2nn(-c3ccccc3O)nc2c1
Compound	41	42	43	44	45	46	47	48
HTRA1 inh	-7	-6	7	2	2	2	-4	-11
GC-B act	2	-1	4	-1	-7	-6	-1	-1
TCR CD3 inh	-5	7	-2	-8	-8	15	-3	-1
SIAE inh	2	-2	20*	5	-9	-2	8	-30
mABHD4 FP	-2	-2	-1	1	-4	19	-4	-4
PRMT1 FP inh	5	-4	-2	-2	1	71*	-2	4
LEDGF integ inh	-3	-3	1	3	-4	47*	-5	-1
MBD2 inh	-1	-6	3	4	3	29*	-4	3
TDP2 inh	9	11	6	-10	-13	34*	-1	-8
rCAG binder	3	-2	6	-4	0	69*	6	3

Next part (2 carried over from the part before).
47) Cc1cc(C)cc(NC(=S)Nc2ccc(Cl)c(Cl)c2)c1
48) C=C(C)C(=O)Nc1ccc2nn(-c3ccccc3O)nc2c1
49) CC(C)CNC(=O)c1cccc(NC(=O)CCc2ccccc2)c1
50) COCCNC(=O)c1cc2nc(-c3ccccc3)cc(C)n2n1
51) Cc1ccc2c(c1)N(C(=O)CCC(=O)NCCCN1CCOCC1)CC(C)O2 (stereo unspecified)
52) COC(=O)[C@]12CCCCC=C1N(Cc1ccco1)C(=O)[C@H](CC(=O)NCc1cccc3ccccc13)C2
53) Cc1ccc(SCC(=O)NCCN2C(=O)CSC2=O)cc1C
54) COc1ccc([C@H]2[C@@H](C#N)[C@H](C#N)N3CCCN23)cc1
Compound	47	48	49	50	51	52	53	54
HTRA1 inh	-4	-11	-1	1	2	.	5	4
GC-B act	-1	-1	6	0	-1	8	3	2
TCR CD3 inh	-3	-1	0	12	3	1	3	10
SIAE inh	8	-30	5	-6	4	-5	2	3
mABHD4 FP	-4	-4	0	-1	5	-1	-7	5
PRMT1 FP inh	-2	4	-3	-2	-2	5	0	1
LEDGF integ inh	-5	-1	-1	-1	-1	-3	2	-2
MBD2 inh	-4	3	2	7	1	-2	-1	-9
TDP2 inh	-1	-8	-6	-2	-3	-3	6	3
rCAG binder	6	3	-4	2	1	10	1	0

From PubChem
